Screens deposited in PubChem by several laboratories.
ssDAF-12 act: S. stercoralis DAF-12 nuclear receptor activators, primary screen, cell-based, luminescence, HEK293, GRIP1 co-expression, lit1-tk-luc | Nuclear hormone receptor DAF-12 (Strongyloides stercoralis) | HEK293 ssDAF-12/GRIP1 lit1-tk-luc reporter; % of 3 µM dafachronic acid response | activation, % at 6.8 µM | hit rate 1% among 370,000 | AID 652126, 2013;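 active = activation above the mean over all tested compounds plus 3 SD, cut at about 0.9% in these data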;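 also: 0% = DMSO-only wells and 100% = 3 µM delta7-dafachronic acid wells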
hcDAF12 agonist: H. contortus DAF-12 nuclear receptor activators, primary screen, cell-based, luminescence, HEK293, lit1-tk-luc reporter; HEK293 hcDAF-12 lit1-tk-luc reporter; 0% DMSO, 100% Δ7-dafachronic acid; activation, % at 6.8 µM; hit rate 1.4% among 370,000; AID 652067, 2013;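 active = activation above the mean of all tested compounds plus 3 SD, cut at about 5.5% in these data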;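 also: 100% = response to 3 µM Δ7-dafachronic acid high control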
GC-A act: GC-A stimulated cGMP production enhancers – HEK293 GC-A cells, cGMP TR-FRET, EC30 ANP, primary screen. hit rate 0.14% among 370,000. activation, % at 10 µM. 0% at EC30 ANP, 100% saturating ANP. AID 1671463, 2021; in the data active = activation above about 40%
sPLA2-III inh: human group III sPLA2 inhibitors, primary screen, biochemical, QFRET, BODIPY PC-A2 liposome substrate. Group 3 secretory phospholipase A2 (Homo sapiens), Q9NZ20. QFRET BODIPY PC-A2 liposome hydrolysis, fluorescence. inhibition, % at 12.2 µM. hit rate 0.56% among 370,000;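 active = inhibition above mean plus 3 SD of compounds lying within the high and low control bounds, cut at about 19% in these data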;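 also: 0% = median of test compound wells and 100% = no enzyme DMSO wells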
Target sequence (Q9NZ20 whole entry, looked up): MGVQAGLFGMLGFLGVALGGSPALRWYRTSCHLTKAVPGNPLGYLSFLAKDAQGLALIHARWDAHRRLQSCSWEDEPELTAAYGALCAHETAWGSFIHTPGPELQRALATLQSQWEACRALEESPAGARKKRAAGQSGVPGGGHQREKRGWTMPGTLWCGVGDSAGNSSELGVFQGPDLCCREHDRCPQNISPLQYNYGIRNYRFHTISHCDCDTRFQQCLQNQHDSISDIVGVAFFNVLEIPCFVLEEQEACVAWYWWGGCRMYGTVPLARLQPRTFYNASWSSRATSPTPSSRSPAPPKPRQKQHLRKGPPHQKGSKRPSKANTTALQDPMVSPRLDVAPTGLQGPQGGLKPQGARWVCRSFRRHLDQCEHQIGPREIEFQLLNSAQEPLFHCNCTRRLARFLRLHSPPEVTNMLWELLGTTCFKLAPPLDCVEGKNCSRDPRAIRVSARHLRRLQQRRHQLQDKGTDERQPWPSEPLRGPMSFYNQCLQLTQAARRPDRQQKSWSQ
SMARCA2 activ: SMARCA2 (BRM) function activators, primary screen, cell-based, luminescence, high throughput | MG213 cells, MMTV-luciferase reporter, dexamethasone, overnight | activation, % at 9.1 µM | hit rate 1% among 370,000; in the data active = activation above about 7.8%;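 also: 0% = vehicle wells and 100% = reference activator wells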
hgDAF12 agonist: H. glycines DAF-12 receptor agonists, primary screen, cell-based, luminescence, HEK293, GAL4 fusion, UAS-luciferase; hit rate 1.8% among 370,000; activation, % at 6.8 µM; AID 687014, 2013; Nuclear hormone receptor DAF-12 (Heterodera glycines), GAL4 fusion; HEK293 GAL4-hgDAF12 UAS-luciferase reporter, agonist luminescence; normalized to butyrate control;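 active = activation above a cutoff set at the mean of all screened compounds plus 3 SD, cut at about 10% in these data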;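 also: 0% = DMSO wells and 100% = sodium butyrate wells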
ADAM10 inh: human ADAM10 inhibitors, primary screen, biochemical, QFRET, HTS. Disintegrin and metalloproteinase domain-containing protein 10 (Homo sapiens), O14672. recombinant ADAM10, EDANS/DABCYL FRET peptide cleavage, 3 h. inhibition, % at 7 µM. hit rate 0.62% among 370,000;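 active = inhibition above a per-campaign cutoff equal to the mean of compounds falling between control-based bounds plus 3 SD, cut at about 20% in these data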;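 also: 0% = DMSO wells while the 100% control is not disclosed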
Target sequence (O14672 214-748 limits assumed): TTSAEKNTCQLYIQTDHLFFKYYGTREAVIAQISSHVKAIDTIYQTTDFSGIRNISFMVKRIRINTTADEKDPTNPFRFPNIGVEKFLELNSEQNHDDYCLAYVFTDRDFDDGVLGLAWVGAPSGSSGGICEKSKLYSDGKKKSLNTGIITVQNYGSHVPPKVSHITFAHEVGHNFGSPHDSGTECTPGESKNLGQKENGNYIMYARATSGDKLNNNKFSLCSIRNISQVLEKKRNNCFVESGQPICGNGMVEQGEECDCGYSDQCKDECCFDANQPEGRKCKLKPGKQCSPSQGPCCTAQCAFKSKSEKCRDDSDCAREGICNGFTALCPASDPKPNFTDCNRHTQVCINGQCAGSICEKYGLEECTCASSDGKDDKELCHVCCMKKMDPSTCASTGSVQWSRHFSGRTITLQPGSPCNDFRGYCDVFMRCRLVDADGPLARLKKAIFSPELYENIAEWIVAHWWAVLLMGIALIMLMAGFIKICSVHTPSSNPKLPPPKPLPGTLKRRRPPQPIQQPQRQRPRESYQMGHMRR
DAX1 inh-1: DAX1 (NR0B1) inhibitors, primary screen, cell-based, HEK293, Gal4-DAX1, luciferase luminescence; Nuclear receptor subfamily 0 group B member 1 (Homo sapiens), P51843; HEK293 Gal4-DAX1 luciferase reporter; inhibition, % at 6.75 µM; hit rate 0.99% among 340,000; AID 504766, 2011;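 active = inhibition above the mean over all tested compounds plus 3 SD, cut at about 4.2% in these data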;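 also: 0% = DAX1-transfected cells with DMSO and 100% = empty-vector control cells with DMSO; inhibition shows as a rise in luminescence from relieved DAX1 repression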
NPR2 activator: human GC-B receptor activators, primary screen, HEK293 GC-B cells, cGMP TR-FRET, EC30 CNP; AID 1920062, 2024; activation, % at 10 µM; Atrial natriuretic peptide receptor 2 (Homo sapiens), P20594; 0% at EC30 CNP, 100% saturating CNP; hit rate 0.11% among 370,000;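 active = activation at 10 µM reaching about 35% in either raw or pattern-adjusted values, limit read from the data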
DAX1 inh-2: DAX1 (NR0B1) inhibitors on StAR promoter, primary screen, cell-based, luminescence, SF-1 (NR5A1), full-length DAX-1; hit rate 1.1% among 370,000; HEK293T StAR-luciferase reporter, SF-1/DAX-1 repression relief; inhibition, % at 6.8 µM; AID 652010, 2013;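 active = inhibition above the mean over all tested compounds plus 3 SD, cut at about 3.6% in these data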;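 also: 0% = DAX-1 cells with DMSO and 100% = cells lacking DAX-1 with DMSO; higher inhibition means more luminescence from relief of DAX-1 repression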
FXN GAA850 act: FXN promoter activators, primary screen, cell-based, luciferase luminescence, HEK293 lucGAA850 | HEK293 lucGAA850 FXN promoter luciferase reporter, 24 h; percent of 10 µM SAHA response | hit rate 0.56% among 360,000 | activation, % at 6 µM | AID 540364, 2011;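 active = activation above the average of all compounds screened plus 3 SD, cutoff fixed separately per campaign, cut at about 7.5% in these data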;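 also: 0% = DMSO wells and 100% = 10 µM SAHA wells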
* = called active by the depositor; i = inactive; nt = no result given. An unsorted share of the library, and some 6.6% of all compounds hit somewhere here.

SMILES	ssDAF-12 act	hcDAF12 agonist	GC-A act	sPLA2-III inh	SMARCA2 activ	hgDAF12 agonist	ADAM10 inh	DAX1 inh-1	NPR2 activator	DAX1 inh-2	FXN GAA850 act
CCOP(=O)(OCC)C(NC(=O)c1ccc(OC)c(OC)c1)c1ccccc1 (configuration not stated)	-1.7	-1.9	-2	-2	0	1.6	3	-0.9	-1	-0.2	1.6
CCOC(=O)c1cc(-c2ccc(OC(F)F)cc2)nc2c1c(=O)[nH]c(=O)n2C	-1.3	-0.8	7	5	-2	-4.3	i	0.5	-2	-0.1	1.7
Cc1ccc2c(COC(=O)c3ccccc3Cl)cc(=O)oc2c1	-0.2	-0.7	0	0	3	1.8	-6	0.7	-8	-0.1	8.5*
COc1ccc(C(=O)C2CCCN(C(=O)c3cccc(Cl)c3F)C2)cc1OC (configuration not stated)	-1.5	-0.1	-1	4	-2	-1.7	-1	0.5	2	-1.4	0.9
O=C(N[C@@H](Cc1ccccc1)C(=O)N1CCC2CCN(S(=O)(=O)c3ccccc3)CC21)[C@@H]1CCCN1 (some centres not stated)	-0.8	-1.9	6	12	-3	1.4	-7	nt	8	1.6	nt
COC(=O)Cn1c(=O)c(C(=O)CCl)c(N)n(Cc2ccccc2)c1=O	0.0	-2.7	-16	-15	-1	-0.3	-7	-1.3	0	-0.8	-7.1
CCCCc1nc2cc(C(=O)N(C)C(C)c3ccccn3)ccc2o1 (configuration not stated)	-1.3	0.5	1	-9	6	3.7	4	0.5	1	0.1	0.7
COc1ccc(C2CC(O)(c3ccccc3)Oc3cc(OC)ccc32)cc1 (configuration not stated)	-0.9	-1.4	0	-19	0	0.5	11	-1.4	-6	-0.6	-0.1
CCCN(CC(=O)Nc1ccccc1C)C(=O)C1CCN(C(=O)Nc2ccccc2)CC1	-1.3	-1.2	2	10	-2	5.0	-9	-1.6	0	0.8	1.5
C=CCCC1CN(Cc2ccc(OC)cc2)S(=O)(=O)c2c(Oc3cc(C)c(C)c(C)c3)cccc2O1 (configuration not stated)	-1.1	-0.3	0	-2	-1	-0.8	4	nt	0	0.2	nt
O=C(Nc1cccc(NC(=O)c2ccc(Cl)cc2)n1)c1ccc(Cl)cc1	-1.3	0.4	-2	-2	-1	1.4	3	0.7	-7	-0.3	-0.9
Cc1ccc(OCC(=O)Nc2cccc(S(=O)(=O)N3CCCCCC3)c2)cc1C	-0.4	-1.2	-2	-1	-3	2.6	-3	-0.9	7	-0.1	0.1
CCOc1ccccc1NC(=O)CCN(c1ccc(C)cc1)S(=O)(=O)c1ccccc1	-2.2	-1.7	4	-13	-2	-1.7	7	-2.7	-5	-1.1	1.0
CN1C(=O)c2ccc(C(=O)NCc3ccccn3)cc2C1=O	-0.9	-1.9	2	0	-1	2.3	3	0.0	-4	0.8	-1.3
NC(=O)CN1C(=O)C(=O)N(Cc2ccccc2)C1=O	-1.2	1.6	8	9	2	-2.3	-2	0.4	7	0.1	1.1
CC1CCCN(CCC(=O)Nc2ccc3c(c2)CCC3)C1 (configuration not stated)	-1.3	-0.1	3	-8	1	0.2	-2	0.7	5	-0.7	2.7
COc1ccc(N(CC(=O)N/N=C(\C)CCc2ccccc2)S(=O)(=O)c2ccc(C)cc2)cc1	-0.4	1.1	-1	0	-4	5.8	9	-0.5	-3	0.4	4.4
Cc1ccc(NC(=O)C2CCN(c3nnc(-n4cccc4)s3)CC2)cc1C	-0.3	-1.4	0	-2	-3	1.9	3	nt	-1	-0.3	nt
Cc1ccc(C(=O)NC2CCN(CC(=O)Nc3cccc([N+](=O)[O-])c3)CC2)cc1	-1.7	-0.4	2	-3	0	2.2	11	-0.3	1	-0.2	-1.3
Cc1ccccc1C(=O)NNC(=O)C1CCN(C(=O)Nc2ccccc2)CC1	-1.2	0.6	2	-2	-1	-0.3	-4	1.1	-2	1.3	2.5
O=C(Nc1ccccc1C(=O)O)c1cc(S(=O)(=O)N2CCOCC2)cs1	-1.4	-1.8	-2	-12	0	-1.6	3	0.8	10	-0.5	0.7
Cc1cc(C)nc(Nc2ccc(N3CCOCC3)cc2)n1	-0.7	0.5	-6	6	3	1.5	-6	0.5	-5	0.4	1.3
Cc1c(C(=O)Nc2ccccc2)cn2c(nc3ccccc32)c1C#N	-1.0	-2.1	6	10	-5	-3.2	-33	1.2	1	1.5	1.4
CCCNC(=O)C1(C)CCN1C(=O)c1ccccc1CCc1ccccc1 (configuration not stated)	-0.7	0.0	-3	-7	-3	0.9	7	nt	-8	-1.5	-1.4
O=C(N/N=C/c1cc(Br)ccc1OC(=O)c1ccc(Br)cc1)c1ccncc1	-1.2	-1.9	2	9	-3	-3.5	2	-0.3	-2	-0.5	-5.4
COc1ccc(S(=O)(=O)N2CCC3CC2c2c(-c4ccc(C(F)(F)F)cc4)cccc23)cc1 (configuration not stated)	-1.3	0.6	0	5	-2	-0.9	1	nt	-3	0.4	nt
CCc1ccc(C2c3[nH]c4ccccc4c3CCN2C(=O)c2ccc(=O)n(C)n2)cc1 (configuration not stated)	-0.3	0.9	5	-11	-2	1.6	-2	-0.4	7	0.2	-0.4
CC1CCN(C(=O)C2CCN(S(=O)(=O)c3cnc[nH]3)CC2)CC1	-1.2	-2.5	0	6	-3	2.5	-4	0.6	7	-0.2	0.2
Cc1sc2nc(SCC(=O)NCCO)n(C)c(=O)c2c1C	-1.1	-1.3	-1	6	0	-2.3	3	-0.1	1	0.0	-1.0
O=C(Nc1ccc(N2CCCCC2)cc1)c1ccc2c(c1)OCCO2	-0.9	-0.6	5	4	-3	1.0	-9	-0.8	-4	-0.9	2.4
Nc1ccn(C2CC(O)C(CO)O2)c(=O)n1 (configuration not stated)	-2.0	-1.1	2	4	5	1.2	3	0.5	5	0.5	-0.5
COC(=O)c1ccc(OC(=O)C2CC(=O)N(c3cccc(C)c3)C2)cc1 (configuration not stated)	-1.1	0.3	0	5	2	0.0	0	2.4	-6	-0.4	-1.1
C/C(=N\N=C(/N)SC1CC(=O)N(c2ccccc2)C1=O)c1cccs1 (configuration not stated)	-0.8	-2.1	-7	-52	-2	0.3	22*	-0.7	-9	0.0	-0.4
COC(=O)C1(C)NC(c2ccco2)C2C(=O)N(c3ccc(C)cc3)C(=O)C21 (configuration not stated)	-1.3	1.3	0	0	1	0.0	0	1.0	-4	0.0	1.8
COC(=O)[C@]12C[C@H](CC(=O)NCc3ccc(C)o3)C(=O)N(CCc3ccc(OC)c(OC)c3)C1=C[C@H](C1CCCC1)O[C@@H]2C	-1.1	0.8	-3	-10	4	1.9	4	nt	-5	-0.2	nt
CCCCc1ccc(S(=O)(=O)NNC(=S)NCc2ccco2)cc1	-0.7	-2.0	0	0	-4	-1.9	3	0.3	4	-0.2	-0.1
COCCN(CC(=O)Nc1cccc(C)c1C)C(=O)C1(c2ccccc2)CC1	0.2	1.0	-2	1	-3	-0.3	-10	-0.3	1	-1.4	0.5
Cc1cccc([C@@H]2[C@@H]3C(=O)N(Cc4ccccc4)C(=O)[C@@H]3[C@]3(Cc4ccccc4)C(=O)N(c4ccccc4)C(=O)N23)c1	-0.2	2.8	-13	-9	-1	2.5	22*	-0.9	-16	0.1	-11
COC(=O)C(NC=O)C(O)(Cc1ccccc1)C(F)(F)F (configuration not stated)	0.7	9.7*	-7	2	6	5.3	4	0.5	3	0.6	2.6
O=C(Nc1ccc(F)cc1)C(c1ccccc1)N1CCN(S(=O)(=O)c2ccccc2)CC1 (configuration not stated)	-1.9	-0.8	-4	-18	-3	-0.4	7	-2.1	-7	-0.5	0.6
CCCCSCCCNC(=O)CS(=O)Cc1nc(-c2cccc(C)c2)oc1C (configuration not stated)	-1.8	-0.4	-1	-9	-2	-2.1	0	0.1	1	0.0	-0.8
CC(C)Oc1ccc(C(=O)OCC(=O)NC2CCCCCC2)cc1	-0.7	-0.2	2	-5	-2	0.5	-1	0.2	1	-1.9	-2.7
CC(C)N(Cc1nc(-c2ccccc2)no1)C(=O)Cc1ccccc1	-0.4	1.1	1	-15	1	4.3	-1	-0.3	1	-1.0	1.8
CC(=O)c1cccc(N2C(=NC(=O)C3CCCCC3)SC3CS(=O)(=O)CC32)c1 (configuration not stated)	-0.8	0.4	-5	-6	-2	1.8	6	0.9	-3	0.3	1.1
CN(c1ccc(OCC(=O)OCC(=O)Nc2ccc(F)cc2)cc1)S(=O)(=O)c1ccc(Cl)cc1	-0.7	-0.1	9	-20	-5	1.3	20*	0.9	-2	-0.2	-0.8
CCCCn1c(N)c(N(CCOC)C(=O)c2ccc(OCc3c(C)noc3C)cc2)c(=O)[nH]c1=O	-1.0	-0.4	0	2	2	1.1	-1	0.5	1	-0.7	1.8
CCN(CC)S(=O)(=O)c1ccc(NC(=O)c2cnc(C)cn2)cc1	1.4*	-2.2	0	-5	0	-1.1	-6	-0.6	2	-0.6	0.3
Cc1ccccc1-n1c(Cn2c(=O)sc3ccccc32)nnc1SCC(=O)NCC1CCCO1 (configuration not stated)	-0.8	1.8	1	1	4	2.6	-4	0.7	3	-1.4	-1.2
COc1ccc(CNC(=O)CSc2nnc(Cn3nnc4ccccc43)n2C)cc1	-1.3	-1.1	2	5	-3	0.0	-3	-0.8	8	-0.3	0.3
O=C1NN(c2ccccc2)C(=O)/C1=C/c1cccs1	-1.3	1.7	-9	4	-2	-3.7	-10	nt	-8	-0.4	nt
O=C(Nc1ccc2c(c1)OCCO2)c1cc2ccccc2o1	1.0*	12*	3	-3	2	20*	4	0.0	2	5.7*	7.0
